# HT1080-NT tox – kills 2HG-producing HT-1080-NT fibrosarcoma cells; HT-1080-NT fibrosarcoma viability, CellTiter-Glo ATP luminescence, 48 h; Potency, µM (top dose mostly 46.1 µM), without a hit: top-dose activity, negative = less viability, most hits filed as cytotoxic; 360,000 compounds, 1.6% hits;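 also: NT is the 2HG producing partner of a matched IDH1 knockdown line; potency is read from the fitted curve at half-maximal effect; 0% = DMSO-treated cells and -100% = media-only wells without cells; nearly all actives have a fitted effect of over 55% in size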
#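 HT-1080-NT fibrosarcoma cells (2HG-overproducing), 750 cells/well in RPMI with 5% FBS, dosed after 2 h and incubated 48 h at 37C. CellTiter-Glo luminescence normalized to DMSO and no-cell wells; concentration-response curves fitted and classed.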
# SW480 rerep – induces DNA re-replication in SW480 colon adenocarcinoma cells; Potency, µM (highest dose often 46.1 µM), inactives show at the highest dose re-replication activation, actives largely listed as activators; 340,000 compounds, 1.8% hits; SW480 DNA re-replication, Hoechst DNA content imaging, 48 h; also: potency is read from the fitted curve at half-maximal effect; % of control where 0% means no effect; nearly all actives have a fitted effect of over 55% in size
#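 Image-based DNA-content assay: after two days of treatment, nuclei were labelled with the DNA dye Hoechst and imaged, and hits were compounds raising the count of nuclei showing high fluorescence intensity.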
# KB-3-1 cytotox – KB-3-1 parental cell cytotoxicity | 400,000 compounds, 1.4% hits | KB-3-1 viability, CellTiter-Glo ATP luminescence, 72 h | Potency, µM (highest dose often 46.1 µM), for inactives: at the highest dose activity change, negative = cytotoxic, actives largely listed as cytotoxic; also: potency is read from the fitted curve at half-maximal effect; % is scaled to controls: 0 for no effect and ±100 for the full control effect; nearly all actives have a fitted effect of over 60% in size
#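 KB-3-1 parental drug-naive adenocarcinoma cells in DMEM/10% FBS, incubated 72 h at 37 C with pin-transferred compounds across a concentration series. Viability by CellTiter-Glo luminescence; concentration-response curves fitted after normalization.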
# MCF10A rerep – inducers of DNA re-replication in MCF 10A breast cells. MCF 10A DNA re-replication, Hoechst nuclear intensity, 48 h. Potency, µM (top dose mostly 46.1 µM), without a hit: at the highest dose activity, positive = re-replication, most hits filed as activators. 350,000 compounds, 2.9% hits. AID 624296; also: potency is read from the fitted curve at half-maximal effect; % of control where 0% means no effect; nearly all actives have a fitted effect of over 50% in size
# HT1080 IDH1KD tx – HT-1080 IDH1 knockdown cell toxicity (counter line). HT-1080 IDH1 knockdown viability, ATP luminescence, 48 h. Potency, µM (series often up to 46.1 µM), for inactives: at the highest dose activity, negative = toxicity, most hits filed as cytotoxic. 360,000 compounds, 2% hits;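 also: potency is read from the fitted curve at half-maximal effect; 0% = DMSO wells and -100% = cell-free medium wells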
#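 Using the IDH1-knockdown HT-1080 line run in the same batch and compound series as the NT line, viability after 48 h at 37 °C was determined by CellTiter-Glo luminescence and expressed as % activity.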
# D3 ag – activates the human D3 dopamine receptor. max activation, %. 410,000 compounds, 0.58% hits. D3R DiscoveRx beta-arrestin cells, luminescence, 90 min; in the data active = max activation above about 30%; also: 0% is about no effect; mostly tested at two doses, the higher about 12 µM
# Target sequence (P35462 whole entry, looked up): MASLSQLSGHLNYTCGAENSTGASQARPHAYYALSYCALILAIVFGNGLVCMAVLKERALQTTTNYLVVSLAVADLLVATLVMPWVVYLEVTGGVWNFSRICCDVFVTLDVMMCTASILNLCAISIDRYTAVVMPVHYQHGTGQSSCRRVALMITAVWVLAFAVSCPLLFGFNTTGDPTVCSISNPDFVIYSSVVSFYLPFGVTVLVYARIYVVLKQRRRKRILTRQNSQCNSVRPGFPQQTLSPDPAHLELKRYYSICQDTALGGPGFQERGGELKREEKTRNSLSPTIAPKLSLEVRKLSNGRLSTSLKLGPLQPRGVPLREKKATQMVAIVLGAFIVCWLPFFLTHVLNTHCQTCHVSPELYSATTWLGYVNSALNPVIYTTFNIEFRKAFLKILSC
#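 Agonist mode: compounds and dopamine controls were applied to plated cells for 90 min at 37 degrees C after an overnight attachment at 1500 cells/well. Luminescent read-out followed 30 - 60 minutes at room temperature with DiscoveRx detection reagent.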
# KB-V1 MDR tox – kills drug-selected multidrug resistant KB-V1 cells | 400,000 compounds, 3.4% hits | AID 1347076 | KB-V1 MDR cells viability, CellTiter-Glo, 72 h | Potency, µM (doses to about 46.1 µM), without a hit: at the top dose activity change, negative = cytotoxicity, hits mostly cytotoxic; also: potency is read from the fitted curve at half-maximal effect; % is scaled to controls: 0 for no effect and ±100 for the full control effect; nearly all actives have a fitted effect of over 60% in size
#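 In this primary screen, KB-V1 cells overexpressing P-gp are incubated with library compounds (lowest to highest concentration) for 72 h at 37 degrees C before a luminescent ATP viability read.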
# GLP1R cytotox – cytotoxicity in counter-screen for GLP-1R inverse agonists; HEK293 cAMP-luciferase reporter cells, luminescence, 24 h; Potency, µM (titrated, usually from 38.3 µM), for the others: at the highest dose activity change, negative = inhibition, usual class: inhibitors; 410,000 compounds, 0.13% hits; AID 624418;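 also: loss of luciferase light is scored as toxicity; potency is read from the fitted curve at half-maximal effect; % is scaled to controls: 0 for no effect and ±100 for the full control effect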
#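 Cells in DMEM/10% Nu serum/1% pen-strep, 1536-well format. Pre-incubated 12 h, dosed with 23 nL compound, incubated a further 24 h. Luciferase detection, 12 min at room temp, luminescence.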
# IL-1B inflam inh – inflammasome signaling inhibition, IL-1 beta readout; AID 743279; 360,000 compounds, 4.7% hits; activity change, % at 57.5 µM; THP-1 LPS/ATP IL-1B secretion, AlphaLISA, 16 h; stronger effect = lower value; in the data active = activity change below about -50%; inconclusive = mostly about -30% to -49%; also: % is scaled to controls: 0 for no effect and ±100 for the full control effect
#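 Secreted IL-1B measured by AlphaLISA bead assay after 16 h compound exposure of THP-1 cells; compounds (final up to 57.5 uM) added 1 h before LPS (250 ng/mL) and ATP (1.25 mM) stimulation; lower signal means less secretion.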
# * marks the source's active call; other numbers are inactive results; ? = inconclusive; · = no result given; & = joins results of further samples; [ ] = remark or other dose. Unless noted, calls follow the shape of the dose curve; as a rule, active = well fitted curve in the direction sought with a large enough effect; inconclusive = small, poorly fitted or top-dose-only effect, or another doubt; inactive = no such curve, though single readings can be large; an effect the other way counts as inactive or inconclusive. Not a hit list; about 11% have a hit in one of these screens.
structure	HT1080-NT tox	SW480 rerep	KB-3-1 cytotox	MCF10A rerep	HT1080 IDH1KD tx	D3 ag	KB-V1 MDR tox	GLP1R cytotox	IL-1B inflam inh
CCOC(=O)c1cc2occc2n1CC(=O)N1CCN(C(=O)c2ccco2)CC1	10%	-6%	1%	-5%	2%	11	3%	0%	6
CSCCC(NS(=O)(=O)c1ccccc1F)C(=O)NCc1cccs1 (stereo unspecified)	-8%[9.24 µM]	50%	2%	-1%	3%	-6	-15%	16%	-26
CC1CCCC(NC(=O)C2CCN(S(=O)(=O)c3cccc4nonc34)CC2)C1C (stereo unspecified)	8%	-10%	10%	-2%	15%	15	-16%	2%	6
CCN1CCN(CCCNC(=O)CS(=O)(=O)Cc2nc(-c3cccc(OC)c3)oc2C)CC1	11%	5%	2%&1%	2%	6%	-33&-11	10%&6%	-8%&8%	28
COc1cccc(OCc2nnc(SCC(=O)N3c4ccccc4Sc4ccc(Cl)cc43)o2)c1	11%	-3%	-5%	-10%	7%	5	?	-10%	-3
COc1ccc(-c2c(-c3ccc(C#N)cc3)oc(=O)c3cc(OC)c(OC)cc23)cc1	-6%	-9%	-28%	?	14%	3	0%	52%[activator]	-8
O=C(O)C1CCCN(C(=O)c2cccc3ccccc23)C1 (stereo unspecified)	30%	-11%	?	-6%	20%	8	19%	3%	0
CC(C)(C)c1ccc(Nc2n[nH]c3ccccc23)cc1	?	·	-7%	·	?	3	-16%	5%	0
CCCCC(=O)Nc1cccc(C(=O)Nc2ccccc2C(=O)O)c1	6%	-2%	-4%	10%	1%	0	12%	17%[7.66 µM]	-1
COc1ccc(Cl)cc1N/C(N)=N/c1nc(C)cc(C)n1	29%	-13%	-5%	10%	0%	15	29%	-8%	15
COC(=O)c1cc(S(=O)(=O)NCC2CCN(CCc3ccc(OC)cc3)CC2)c[nH]1	-1%	-23%	-1%	-3%	5%	-9	12%	7%	-8
Cc1ccc2c(c1)N(CC(=O)N1CCCCCC1)C(=O)CO2	?	?	1%	?	-7%	-11	?	-16%	?
C[C@H]1CN(CCc2ccccc2)C(=O)[C@@H]1CC(=O)NCc1ccccc1	24%	1%	13%&7%	-13%	11%	-6	?	11%	21
CCNc1ccc(C(=O)OCC(=O)N2CCCC2)cc1[N+](=O)[O-]	12%	-1%	-1%	2%	7%	4	?	1%	9
CCCCCCN1C(=O)C(O)=C(C(C)=O)C1c1ccc(Cl)cc1 (stereo unspecified)	-13%	-6%	-5%	1%	-10%	2	?	6%	9
Brc1cccc2sc(N3CCCC3)nc12	-2%	-5%	-12%	4%	-17%	0	-1%	13%	41
NC(=O)c1c(NC(=O)Cn2cc([N+](=O)[O-])cn2)sc2c1CCCC2	5%	-1%	-9%	-3%	17%	7	-4%	-2%[0.307 µM]	15
CCOC(=O)CSc1nc2cc(C)cc(C)c2cc1C#N	14%	-2%[9.22 µM]	1%	-4%	6%	0	4%	142%[activator]	0
Cc1cc(C)c(C(=O)COC(=O)c2nn(C)c(=O)c3ccccc23)cc1C	0%	-16%	-2%	1%	4%	5	29%	-1%	30
COc1ccc(CN2C[C@@H](CO)O[C@@H](n3cnc4c(NCc5ccco5)ncnc43)C2)cc1	-1%	·	0%	·	-9%	2	3%	11%	20
O=C(CN1C(=O)NC(Cc2c[nH]c3ccccc23)C1=O)Nc1ccc(F)cc1F (stereo unspecified)	-5%	4%	9%	4%	0%	5	?	1%	-15
COc1ccc(NC(=O)CCN2CCN(c3ccc(F)cc3)CC2)cc1	-1%	-13%	-13%	14%	0%	8	-16%	-9%	-2
O=C(NCCc1ccccc1)c1nc2ncccn2n1	2%	-12%	-2%	2%	8%	-2	16%	5%	-6
Cc1nn(CC(=O)Nc2cccnc2)c(=O)c2ccccc12	-2%	-22%	0%	0%	18%	3	3%	0%	-10
O=C(Nc1ccc(N2CCN(C(=O)c3ccccc3)CC2)cc1)c1cccnc1	24%	2%	-3%	5%	3%	-6	?	-5%	-58*
C[C@H]1CN([C@@H](C)CO)C(=O)c2cc(NC(=O)c3ccncc3)ccc2O[C@H]1CN(C)Cc1ccc(C(=O)O)cc1	12%	-9%	23%	-6%	8%	18	0%	6%	-3
Cc1cc2c(n1-c1ccc(Br)cc1)CC(C)(C)CC2=O	10%	1%	1%	3%	7%	-2	26µM*	7%	-2
NC(=O)CN1C(=O)NC(c2ccccc2)(c2ccccc2)C1=O	?	2%	7%	-6%	13%	1	0%	-2%	-13
CCOC(=O)C1CCN(c2cc3c(cc2NC(=O)c2ccccc2)n(C)c(=O)n3C)CC1	-8%	0%	16%	-4%	5%	6	19%	-1%	9
CC(C)(C)c1ccc(OCc2ccc(C(=O)N/N=C/c3ccc(O)c(O)c3)cc2)cc1	26µM*	2%	?	?	?	13	?	?	124

# (listing goes on)
structure	HT1080-NT tox	SW480 rerep	KB-3-1 cytotox	MCF10A rerep	HT1080 IDH1KD tx	D3 ag	KB-V1 MDR tox	GLP1R cytotox	IL-1B inflam inh
Cc1cccc(-c2nc3c(s2)CCc2onc(-c4ccc(Br)cc4)c2-3)c1	-1%	-1%	19%	9%	12%	-1	-3%	9%	-2
CCCn1c(O)c(N=NC(=O)CNC(=O)Cc2ccc(OC)cc2)c2ccccc21	1%	-10%	9%	6%	17%	-5	-17%	6%	31
CN1CCN(C(=O)c2ccccc2NC(=O)c2sc3ccccc3c2Cl)CC1	-10%	-4%	-13%	0%	-8%	8	8%	2%	-20
COC(=O)c1c(NC(=O)c2nc(SCc3ccccc3C)ncc2Cl)sc2c1CCCC2	·	·	-3%	·	·	-10	-8%	16%	·
COc1cc(C)nc(N2CCC(C(N)=O)CC2)n1	3%	-5%	-1%	2%	-12%[9.24 µM]	2	29%	0%	12
COC(=O)c1ccc(CSc2nc3c([nH]c4ccccc43)c(=O)n2-c2ccc(Cl)cc2)o1	·	·	-8%	·	·	1	-10%	1%	·
O=C(OCC(=O)c1c[nH]c2ccccc12)c1ccc(F)c(S(=O)(=O)N2CCOCC2)c1	4%	·	5%	·	2%	3	22%	-1%	54
COc1ccc(C(=O)c2oc3ccccc3c2NC(=O)c2cc(=O)c3ccc(C)cc3o2)cc1Cl	·	·	-11%	·	·	-1	-1%	30%[activator]	·
CC(C)COC(=O)c1cc(=O)[nH]c2ccccc12	2%	3%	-5%	-3%	10%	3	-1%	-16%	4
Cc1cc(=O)n(-c2ccc(O)cc2)[nH]1	-8%	-9%	-1%	2%	-8%	0	-7%	-1%	32
CCN(CC)c1nc(-c2ccc(Cl)cc2)cc(C(F)(F)F)c1C#N	-4%	?	-11%	1.2µM*	-7%	-9	0%	12%	0
COc1ccc(C2(C)NC(=O)N(CC(=O)Nc3ccc(-c4nc5ccc(C)cc5s4)cc3)C2=O)cc1 (stereo unspecified)	2%	?	-16%	18µM*	-7%	6	12%	6%	-9
O=C(CNC(=O)c1ccccc1Cl)NC1CCN(Cc2ccccc2)CC1	0%	10%	?	?	5%	-5	?	0%	5
COc1ccc(-c2csc(NC(=O)CN3C(=O)NC4(CCCC4)C3=O)n2)cc1	-1%	0%	4%	0%	5%	-8	?	2%	-12
CCCCCNC(=O)C(C1CC1)n1c(=O)c(-c2ccccc2)nc2ccccc21 (stereo unspecified)	-29%	·	-21%	·	-2%	-12	?	7%	8
O=C(COc1ccc(Cl)cc1)Nc1ccc(C(=O)OCc2cc(=O)n3ccsc3n2)cc1	·	·	8%	·	·	8	-2%	0%	·
O=C(NC1CCCCC1)C(c1ccco1)N(C(=O)c1csnn1)c1cccc(F)c1 (stereo unspecified)	1%	-15%	-2%	-11%	-1%	-6	-4%	2%	-6
COc1ccc(-c2nc3c4ccccc4n(CC(=O)Nc4ccc(C(C)=O)cc4)c(=O)n3n2)cc1	·	·	12%	·	·	-12	18%	1%	·

# Some of these compounds in order of molecular weight, high to low:
structure	HT1080-NT tox	SW480 rerep	KB-3-1 cytotox	MCF10A rerep	HT1080 IDH1KD tx	D3 ag	KB-V1 MDR tox	GLP1R cytotox	IL-1B inflam inh
COc1cccc(OCc2nnc(SCC(=O)N3c4ccccc4Sc4ccc(Cl)cc43)o2)c1	11%	-3%	-5%	-10%	7%	5	?	-10%	-3
CCN1CCN(CCCNC(=O)CS(=O)(=O)Cc2nc(-c3cccc(OC)c3)oc2C)CC1	11%	5%	2%&1%	2%	6%	-33&-11	10%&6%	-8%&8%	28
COC(=O)c1cc(S(=O)(=O)NCC2CCN(CCc3ccc(OC)cc3)CC2)c[nH]1	-1%	-23%	-1%	-3%	5%	-9	12%	7%	-8
CCOC(=O)c1cc2occc2n1CC(=O)N1CCN(C(=O)c2ccco2)CC1	10%	-6%	1%	-5%	2%	11	3%	0%	6
O=C(CNC(=O)c1ccccc1Cl)NC1CCN(Cc2ccccc2)CC1	0%	10%	?	?	5%	-5	?	0%	5
C[C@H]1CN(CCc2ccccc2)C(=O)[C@@H]1CC(=O)NCc1ccccc1	24%	1%	13%&7%	-13%	11%	-6	?	11%	21
COc1ccc(Cl)cc1N/C(N)=N/c1nc(C)cc(C)n1	29%	-13%	-5%	10%	0%	15	29%	-8%	15
CC(C)COC(=O)c1cc(=O)[nH]c2ccccc12	2%	3%	-5%	-3%	10%	3	-1%	-16%	4

# Quoted at random: 2 entries already listed, in no set order.
structure	HT1080-NT tox	SW480 rerep	KB-3-1 cytotox	MCF10A rerep	HT1080 IDH1KD tx	D3 ag	KB-V1 MDR tox	GLP1R cytotox	IL-1B inflam inh
CCCn1c(O)c(N=NC(=O)CNC(=O)Cc2ccc(OC)cc2)c2ccccc21	1%	-10%	9%	6%	17%	-5	-17%	6%	31
Cc1cc(=O)n(-c2ccc(O)cc2)[nH]1	-8%	-9%	-1%	2%	-8%	0	-7%	-1%	32
